Compound activity (PubChem BioAssay)
IkB signaling = IkB Signaling; Potency, µM (doses to about 57.1 µM), for the others: at the highest dose IkBa stabilization activation; ABC-DLBCL IkBa-CBG/CBR dual luciferase ratio, 4 h; response scale: scaled: untreated 0%, proteasome inhibitor 100%; AID 445, 2006; 110,000 compounds, 0.04% hits; active = well fitted curve in the direction sought with a large enough effect in the signal ratio, not every such curve was filed as active; inconclusive = small, poorly fitted or top-dose-only effect, or a change in a side signal; the % refers to the signal ratio;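 note: the direction sought is a rising ratio; 0% = basal untreated cells and 100% = reference inhibitor full response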
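In this assay, an IκBα–CBG68 fusion accumulates when IKK-driven degradation is blocked; native CBR normalizes for cell number. OCI-Ly3 cells were treated 4 h with compound and doxycycline, then green and red light read after Chroma-Glo addition.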
p53ts 39C tox = qHTS Screen for Compounds that Selectively Target Cancer Cells with p53 Mutations: Cytotoxicity of p53ts Cells at the Nonpermissive Temperature. 130,000 compounds, 1.5% hits. Potency, µM (titrated, usually from 46.1 µM), for inactives: top-dose activity change, negative = cell killing, usual class: cytotoxic. H1299-p53A138V viability at 39C, ATP luminescence, 24 h; note: nearly all actives have a fitted effect of over 55% in size
Imprint erasure = qHTS Assay for Compounds that Induce Erasure of Genomic Imprints; 110,000 compounds, 0.02% hits; mouse ES Peg3-LacZ reporter, beta-gal luminescence, 40 h; AID 1948, 2009; Potency, µM (top dose mostly 60.7 µM), without a hit: at the highest dose activity change, positive = activation, most hits filed as activators;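 note: 0% = negative control wells on the plate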
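Readout: BetaGlo luminescence (5 min, room temp) for LacZ from the normally silent maternal Peg3 allele in female Peg3LacZ-Neo ES cells. Cells 300/well, 40 h, 37C, 5% CO2. Data normalized per plate to negative controls.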
p53ts 32C tox = qHTS Screen for Compounds that Selectively Target Cancer Cells with p53 Mutations: Cytotoxicity of p53ts Cells at the Permissive Temperature | H1299-p53A138V at 32C, ATP luminescence viability, 24 h | Potency, µM (doses to about 46.1 µM), for inactives: at the highest dose activity change, negative = cytotoxicity, actives largely listed as cytotoxic | 130,000 compounds, 0.93% hits | AID 924, 2007;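 note: 0% = DMSO and -100% = full killing by reference compound; nearly all actives have a fitted effect of over 55% in size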
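Cells: H1299 p53ts (A138V), 600/well, pre-incubated 16–30 h at 37C. Cpd up to 46 uM, 24 h, 32C. Readout: ATPlite luminescence, 20 min RT. Normalization: DMSO vs tamoxifen 100 uM. AC50 by Hill equation.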
An asterisk follows results filed as active; ? = inconclusive; / = no result given; [ ] = another dose, or the depositor's remark. Unless noted, calls come from the whole dose curve; as a rule, active = well fitted curve in the direction sought with a large enough effect; inconclusive = small, poorly fitted or top-dose-only effect, or another doubt; inactive = no such curve, though single readings can be large; an effect the other way counts as inactive or inconclusive. Unless noted, % is set by controls: 0 for no effect and ±100 for the full control effect; potency is the fitted concentration of half-maximal effect.

1: CCOC(=O)CSc1nnc(-c2ccc(S(=O)(=O)N3CCC(C)CC3)cc2)o1
2: CC1(C)C2CCC13CS(=O)(=O)NC3C2 (configuration not stated)
3: CC(=O)c1ccc(N2CCN(C(=O)CCS(=O)(=O)c3ccc(C)cc3)CC2)cc1
4: Cc1nn(Cc2ccc(Cl)cc2Cl)c(C)c1NC(=O)c1nc2n(n1)C(C(F)F)CC(C)N2 (configuration not stated)
5: COc1ccc(N2C(=O)C3CCCN3C2c2ccc(C)cc2)cc1Cl (configuration not stated)
6: O=C(N1CCOCC1)N1CCN(c2nc(-c3ccccc3)cs2)CC1

screen / no.	1	2	3	4	5	6
p53ts 32C tox	8%	2%	-6%	-8%	2%	-19%
p53ts 39C tox	-10%	13%	7%	-13%	5%	-22%
IkB signaling	1.8%	/	1.9%	?	0.6%	0.5%
Imprint erasure	-2%	/	-17%	-17%	24%	-14%

A draw from above in order of SMILES length, rising.
2: CC1(C)C2CCC13CS(=O)(=O)NC3C2 (configuration not stated)
5: COc1ccc(N2C(=O)C3CCCN3C2c2ccc(C)cc2)cc1Cl (configuration not stated)
3: CC(=O)c1ccc(N2CCN(C(=O)CCS(=O)(=O)c3ccc(C)cc3)CC2)cc1

screen / no.	2	5	3
p53ts 32C tox	2%	2%	-6%
p53ts 39C tox	13%	5%	7%
IkB signaling	/	0.6%	1.9%
Imprint erasure	/	24%	-17%

Next section
7: COc1ccc(NC(=O)CSc2nnc(C3CC3)n2N)cc1
8: Cc1ccc(C2(C)NC(=O)N(CC(=O)NC(=O)NCCC(C)C)C2=O)cc1 (configuration not stated)
9: COc1cc(C(=O)NC2(C(F)(F)F)C(=O)NC(C)=C2C#N)cc(OC)c1OC (configuration not stated)
10: CCOC(=O)c1cnc2c(ccc3ccccc32)c1Nc1ccc(OC)cc1OC
11: O=C(OCCOc1ccccc1Cl)c1ccc(-n2cnnn2)cc1
12: COC(=O)C1=CN(CCCN2CCCC2=O)C=C(C(=O)OC)C1c1cccs1

screen / no.	7	8	9	10	11	12
p53ts 32C tox	-5%	-1%	12%	-4%	-12%	9%
p53ts 39C tox	-3%	-24%	39%[activator]	-15%	-15%	-1%
IkB signaling	0.1%	0.1%	0.5%	2.7%	?	0.6%
Imprint erasure	-6%	-12%	7%[10.9 µM]	-15%[10.9 µM]	-20%	-12%

The closing 4 compounds of the section above lead into the next.
9: COc1cc(C(=O)NC2(C(F)(F)F)C(=O)NC(C)=C2C#N)cc(OC)c1OC (configuration not stated)
10: CCOC(=O)c1cnc2c(ccc3ccccc32)c1Nc1ccc(OC)cc1OC
11: O=C(OCCOc1ccccc1Cl)c1ccc(-n2cnnn2)cc1
12: COC(=O)C1=CN(CCCN2CCCC2=O)C=C(C(=O)OC)C1c1cccs1
13: O=C(c1ccc(C#Cc2ccccc2)o1)N1CCN(c2ccccn2)CC1
14: CN(C)c1nc2c(Br)c(Br)c(Br)c(Br)c2[nH]1
15: c1ccc2c(c1)C(=NCC1CCCO1)NC2=NCC1CCCO1 (configuration not stated)
16: COc1ccc(C(=O)CSc2nnc(CNc3nc(-c4ccccc4)cs3)n2C)cc1
17: COc1ccc(Cl)cc1Nc1nc(C)cc(=O)[nH]1
18: c1cncc(-c2ccc3ncnc(NC4CCNCC4)c3c2)c1

screen / no.	9	10	11	12	13	14	15	16	17	18
p53ts 32C tox	12%	-4%	-12%	9%	?	14%	2%	6%	6%	2%
p53ts 39C tox	39%[activator]	-15%	-15%	-1%	-22%	-23%	2%	-13%	15%	6%
IkB signaling	0.5%	2.7%	?	0.6%	?	/	-0.7%	?	-1.2%	-4.3%[11.4 µM]
Imprint erasure	7%[10.9 µM]	-15%[10.9 µM]	-20%	-12%	-14%	-17%	-8%	-9%	-9%	-15%

19: CCOC(=O)c1ccc(NC(=O)CN2c3ccccc3S(=O)(=O)c3ccccc32)cc1
20: CN1CCN(c2ncc3c(n2)CCN(Cc2cc(Br)cs2)C3)CC1
21: COC(=O)Nc1ccc(S(=O)(=O)N2CCN(c3ccc(F)cc3)CC2)cc1
22: CCc1ccc(-n2nc3ccc(NC(=O)c4ccc(C#N)cc4F)cc3n2)cc1
23: COc1cccc(CNC(=O)Cn2ncn3nc(-c4cccs4)cc3c2=O)c1
24: O=C(O)c1cc(S(=O)(=O)Nc2ccc3c(c2)OCCO3)c(Cl)cc1Cl

screen / no.	19	20	21	22	23	24
p53ts 32C tox	28%	-3%	-10%	-13%	7%	-1%
p53ts 39C tox	29%	-9%	-4%	26%	-4%	-15%
IkB signaling	?	-0.8%	?	0.3%	?	1.5%
Imprint erasure	-14%[10.9 µM]	-9%[10.9 µM]	1%	-18%[10.9 µM]	-6%[10.9 µM]	0%

25: COc1cc(C(=O)NC2CC(=O)N(c3cccc(F)c3)C2)cc(OC)c1OC (configuration not stated)
26: O=C(c1nc2nc(-c3ccccc3)cc(C(F)(F)F)n2n1)N1CCCCC1
27: CCOC(=O)c1nn(-c2ccccc2)c(C(=O)OCC)c1N
28: CCN(CCCNC(=O)CSc1cc(=O)n(C)c2cc(Cl)ccc12)c1ccccc1
29: CCCCOc1ccc(C(=O)Nc2cc(-c3cn4cccnc4n3)ccc2OC)cc1
30: CCOc1ccc2nc(N3CCCC(C(=O)Nc4ccc(OC)c(Cl)c4)C3)sc2c1 (configuration not stated)

screen / no.	25	26	27	28	29	30
p53ts 32C tox	-2%	8%	0%	-5%	-4%	-24%
p53ts 39C tox	2%	-4%	6%	3%	-20%	-27%
IkB signaling	3.5%	-1.3%	-1.7%	-2.6%	-1.5%	-3.4%
Imprint erasure	2%[10.9 µM]	-12%	?	7%[10.9 µM]	-12%[10.9 µM]	-8%[10.9 µM]

31: COc1cc(NC(=O)CCc2c(C)nn(-c3ccc4nnc(C)n4n3)c2C)cc(OC)c1OC
32: Cc1cccc(N2C(=O)CC(N3CCN(Cc4ccc5c(c4)OCO5)CC3)C2=O)c1 (configuration not stated)
33: Cc1ccccc1CNC(=O)c1cccc(NC(=O)c2nsc3ccccc23)c1
34: CC(C)(Oc1ccc(Cl)cc1)C(=O)NC1CCSC1=O (configuration not stated)
35: CCn1c(CNc2ccc(OC)cc2)nnc1SCC(=O)Nc1ccc(F)cc1
36: O=C(Nc1cccc(F)c1)N1CCC2(CC1)CCN(C(=O)c1cccc(F)c1)CC2

screen / no.	31	32	33	34	35	36
p53ts 32C tox	12%	14%	-29%	2%	3%	-7%
p53ts 39C tox	-14%	0%	?	-5%	1%	5%
IkB signaling	-0.2%	1.0%	?	1.9%	/	0.8%[11.4 µM]
Imprint erasure	10%[10.9 µM]	-8%	-9%[10.9 µM]	-11%	/	/

37: Cc1ccc(S(=O)(=O)CCC(=O)OCC(=O)Nc2ncc(Cl)cc2Cl)cc1
38: COc1ccccc1NC(=O)CSc1nc2c(oc3ccccc32)c(=O)n1Cc1ccco1
39: COC(=O)c1[nH]c2ccc(C)cc2c1NC(=O)CCN1CCN(C2CCCCC2)CC1
40: Cc1cc(N2CCCCC2)nc2ccc(NC(=O)/C=C/c3ccccc3Cl)cc12
41: O=c1[nH]c2ccc(S(=O)(=O)N3CCN(Cc4ccccc4)CC3)cc2[nH]c1=O
42: O=C1C(C23CC4CC(CC(C4)C2)C3)C(=O)N(c2ccccc2)N1c1ccccc1

screen / no.	37	38	39	40	41	42
p53ts 32C tox	5%	8%	-3%	11%	-6%	4%
p53ts 39C tox	0%	-1%	0%	?	-3%	10%
IkB signaling	-0.5%	?	-0.7%	?	0.4%	/
Imprint erasure	-6%	-9%[10.9 µM]	-14%	2%[10.9 µM]	-9%	/

43: Cc1ccc(NC(=O)/C(CN(C)C)=N\O)cc1
44: Cc1cccc(NC2(C(F)(F)F)N=C3SCCN3C2=O)n1 (configuration not stated)
45: COCCNC(=O)c1ccc(Cn2c(SCC(=O)NC(C)C)nc3ccccc3c2=O)cc1
46: CCOc1ccc(NC(=O)c2c(NC(=O)Cc3ccccc3)sc3c2CCCC3)cc1
47: CC1(C)Cc2c(sc(/N=C/N3CCCC3)c2C#N)C(C)(C)N1
48: CCCCCCn1c(N2CCN(c3ccccc3)CC2)nc2c1c(=O)[nH]c(=O)n2C

screen / no.	43	44	45	46	47	48
p53ts 32C tox	-4%	3%	4%	-7%	6%	1%
p53ts 39C tox	-14%	-1%	18%	-22%	-1%	6%
IkB signaling	-0.5%	1.8%	3.8%	-0.5%	/	-0.2%
Imprint erasure	-50%[inhibitor]	2%	9%[10.9 µM]	-13%[10.9 µM]	/	-7%

2 entries from above, with two lines to a compound:
Screens in order: p53ts 32C tox, p53ts 39C tox, IkB signaling, Imprint erasure
(40) Cc1cc(N2CCCCC2)nc2ccc(NC(=O)/C=C/c3ccccc3Cl)cc12
→ 11%, ?, ?, 2%[10.9 µM]
(41) O=c1[nH]c2ccc(S(=O)(=O)N3CCN(Cc4ccccc4)CC3)cc2[nH]c1=O
→ -6%, -3%, 0.4%, -9%

(list continues)
49: Cc1ccc(-c2c(C(=O)N3CCN(c4ccc(F)cc4)CC3)oc(=O)c3ccccc23)cc1
50: COc1ccc(CSc2nnc(C)n2N)cc1
51: CCS(=O)(=O)N1CCC(C(=O)Nc2cccc(C(C)=O)c2)CC1
52: COC(=O)C1C(C(C)C)N(c2ccccc2)OC1(C)O (configuration not stated)
53: CCOC(=O)c1oc2ccc(CNCCO)c(Cl)c2c1C
54: Cc1cc(C)n(C(=O)c2c([N+](=O)[O-])cnn2C)n1

screen / no.	49	50	51	52	53	54
p53ts 32C tox	2%	1%	3%	0%	-19%	3%
p53ts 39C tox	3%	-7%	9%	4%	-10%	21%
IkB signaling	?	0.7%	-2.5%	3.2%	1.2%	/
Imprint erasure	-5%[10.9 µM]	-2%	-4%	-4%	-50%[inhibitor]	/

55: COc1ccc(-c2nc3ccccc3o2)cc1NC(=O)COc1ccc(C)c(C)c1
56: CCn1c(SCC(=O)N2CCc3ccccc3C2)nc2c1c(=O)n(C)c(=O)n2C
57: CCOc1ccccc1C(=O)Nc1cc2c(cc1C)n(C)c(=O)c(=O)n2C
58: Cc1ccc(N2C(=O)c3ccccc3C2=O)cc1C
59: CCN(CC)S(=O)(=O)c1ccc(C2CNC(=O)C2)cc1 (configuration not stated)
60: CCn1c(C)c(C)c2cc(C(=O)NCc3ccc(OC)cc3OC)ccc21

screen / no.	55	56	57	58	59	60
p53ts 32C tox	1%	0%	6%	-5%	-4%	4%
p53ts 39C tox	-36%	12%	5%	-17%	-17%	2%
IkB signaling	-1.4%	-0.5%	0.7%	/	-1.4%	?
Imprint erasure	-13%[10.9 µM]	14%	8%[10.9 µM]	/	-8%	-9%[10.9 µM]

61: Cc1nn(CCO)c(C)c1Oc1ccccc1O
62: CC(C(=O)NCc1ccccc1)N(CCN1CCOCC1)C(=O)c1snc(C(N)=O)c1N (configuration not stated)
63: Cc1oc(C2CC2)cc1C(=O)O
64: COc1ccc(NC(=O)CSc2nnc(-c3ccccc3C)n2C)cc1
65: Cc1ccc(NC(=O)Cn2cc(S(=O)(=O)c3ccc(C)cc3)c(=O)c3cc4c(cc32)OCO4)cc1
66: CC(C)Cn1c(SCC(=O)NC(=O)Nc2ccc3c(c2)OCCO3)nc2ccccc2c1=O
67: CCc1sc(NC(=O)COC)nc1-c1ccccc1
68: CC(C)(C)c1nnc(NC(=O)C2CCN(c3ncccn3)CC2)s1

screen / no.	61	62	63	64	65	66	67	68
p53ts 32C tox	-18%	-5%	-6%	-4%	5%	-18%	-2%	14%
p53ts 39C tox	5%	12%	4%	-11%	-8%	-29%	-7%	-2%
IkB signaling	1.8%	-0.5%	4.3%	2.6%	?	6.4%	-2.9%	-0.3%
Imprint erasure	18%	-8%	1%	-5%	-8%[10.9 µM]	0%	-13%	3%
